# Assay outcomes: PubChem, several laboratories
# M1AAP inhibition: P. falciparum M1AAP inhibitors, biochemical, fluorogenic H-Leu-NHMec substrate, 1536-well (AID 1445). one-dose inhibition, % at 30 µM; IC50 in µM for titrated hits. recombinant M1AAP, H-Leu-NHMec fluorogenic kinetic assay; higher % means a stronger effect. actives 0.42% (n = 220,000);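 active = primary inhibition above the hit cutoff, then over 50% inhibition at one or more dose response concentrations, cut at about 23% in these data, passing the limit was not always enough; inconclusive = conflicting primary data, or primary hits not chosen for dose response; inactive = low primary inhibition, or under 50% at every dose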;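 also: plate controls were DMSO full reaction for no effect and no enzyme background for full effect; strong numbers were not always called active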
# human PMI inhibition: inhibitors of human PMI, primary screen, biochemical, fluorescence intensity, coupled assay (AID 1209). actives 0.42% (n = 190,000). inhibition, % at 20 µM, or IC50 in µM where a hit was titrated. purified PMI enzyme, coupled fluorescence intensity; higher % means a stronger effect;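 also: plate controls were DMSO vehicle for no effect and wells lacking substrate for full effect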
# P. falciparum M17LAP: P. falciparum M17LAP inhibitors, primary screen, biochemical, fluorogenic H-Leu-NHMec substrate, 1536-well (AID 1619); actives 0.38% (n = 220,000); recombinant M17LAP, H-Leu-NHMec fluorogenic kinetic assay; higher % means a stronger effect; one-dose inhibition, % at 30 µM; IC50 in µM for titrated hits;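 active = compound inhibiting the enzyme by more than half at any dose during confirmatory dose-response retesting; inconclusive = strong single-dose inhibitors picked by rank but not retested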;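 also: plate controls were full reaction with DMSO carrier for no effect and no enzyme background for full effect; strong numbers were not always called active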
# West Nile virus CPE: West Nile virus antiviral activity, cell-based, CPE readout (AID 1621) | West Nile virus-infected cells, CPE inhibition; higher % means a stronger effect | CPE inhibition, % at 10 µM; hits with a dose series show IC50 in µM | actives 0.02% (n = 290,000); in the data active = a potency from the dose series; inconclusive = CPE inhibition mostly from about 3.7% at the one dose, without a potency; inactive = the rest, 99 in 100 with CPE inhibition below about 2.2%; also: strong numbers were not always called active
# human PMI inhibitors: human PMI inhibitors, high substrate, primary screen, biochemical, fluorescence intensity, high mannose 6-phosphate (AID 1220). recombinant PMI enzyme, coupled fluorescence intensity; higher % means a stronger effect. inhibition, % at 20 µM; hits with a dose series show IC50 in µM. actives 0.66% (n = 190,000)
# RSV antiviral HEp-2: inhibition of RSV-induced cytopathic effect – HEp-2 cells, primary 10 µM value included (AID 2391). CPE inhibition, % at 10 µM, or IC50 in µM where a hit was titrated. HEp-2 cells, RSV-induced CPE inhibition; higher % means a stronger effect. actives 0.13% (n = 310,000); in the data active = a potency from the dose series; inconclusive = CPE inhibition mostly from about 23% at the one dose, without a potency; inactive = the rest, 99 in 100 with CPE inhibition below about 21%; also: strong numbers were not always called active
# T cell modulator: modulates CD8 T cell binding to vesicles; 2C CD8+ T cell-vesicle binding, flow cytometry; hits give low values; calls only at 7 µM; actives 0.068% (n = 330,000); AID 2052;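 active = response, share of CD8 T cells binding vesicles, and their 90th percentile fluorescence all below set limits, cut at about 80% in these data, passing the limit was not always enough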
#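 Also added: QL9-peptide-loaded Drosophila micro-vesicles bearing Ld, ICAM-1 and B7-1; Test system: purified 2C TCR transgenic mouse naive CD8+ T cells; Measured by: cytometric PE anti-B7-1 and Alexa647 anti-CD8 signals after 1% paraformaldehyde fixation; Timing: binding step 1.5 h, 37 °C, antibody labelling 20 min, ice.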
# UTI89 phage lysis: protection from phage-mediated lysis, alamar blue read-out – E. coli UTI89, K1F phage, bacterial capsule biogenesis inhibitors (AID 488966); E. coli UTI89 K1F phage lysis, alamar blue, 2 h; higher % means a stronger effect; actives 0.02% (n = 340,000); inhibition, % at 100 µM; hits with a dose series show IC50 in µM;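 active = phage lysis inhibition, versus mean bacterial control, above a set limit; inconclusive = no clear call, values can overlap the other calls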;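 also: capsule biogenesis inhibitors block K1F phage lysis so surviving cells raise fluorescence; higher fluorescence means more inhibition of phage lysis; actives were called in the ten point dose series up to 300 µM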
# TNAP activators: stimulation of alkaline phosphatase TNAP activity – biochemical, luminescent, no phosphate acceptor, uHTS, primary screen (AID 1001). purified TNAP, luminescent activation assay, no phosphate acceptor; higher activation fold means a stronger effect. activation fold at 20 µM; hits with a dose series show EC50 in µM. actives 0.03% (n = 200,000); in the data active = activation fold from about 3, or a potency from the dose series; inactive = the rest, 99 in 100 with activation fold below about 1.6; also: many of its hits are not listed in these tables
# T cell modulator vesicle-bound %: further read-out of T cell modulator, marked with its call; double positive events, %; measured here: CD8+ vesicle-bound cell fraction;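 binding gate set so that unloaded-vesicle control wells show 10% double positive cells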
# An asterisk follows results filed as active; i = inactive; ? = inconclusive; . = no result given; [ ] = dose if it differs, or a comment. Rule as the data show it, unless noted: active = inhibition above about 50%; inactive = the rest.
# Screens in order: M1AAP inhibition	human PMI inhibition	T cell modulator	UTI89 phage lysis	human PMI inhibitors	TNAP activators	P. falciparum M17LAP	RSV antiviral HEp-2	T cell modulator vesicle-bound %	West Nile virus CPE
- O=C(Nc1ccc(C(=O)O)cc1)/C(=C\c1ccco1)NC(=O)c1ccccc1
    12%	-14%	i	-0.1%	-4%	1.1	46%	0.4%	41	-0.1%
- CCc1cc(=O)oc2cc(OCC(=O)NCCN3CCOCC3)c(Cl)cc12
    .	.	i	-0.5%	.	.	.	-0.9%	70	-0.2%
- Cc1sc2nc(CSc3ncn[nH]3)[nH]c(=O)c2c1C
    4%	0%	i	0.9%	1%	2.3	6%	6.9%	8	0.6%
- Cc1cc(C)c(C(N)=O)c(Nc2ccc(F)cc2)n1
    .	.	i	-0.1%	.	.	.	1.2%	51	-0.3%
- CN(CCCC(=O)N1CCCC(C(N)=O)C1)S(=O)(=O)c1ccc(F)cc1 (stereo not drawn)
    .	.	i	-0.1%	.	.	.	0.7%	20	0.3%
- CC(C)CCNC(=O)C1CCCN(S(=O)(=O)c2ccc3c(c2)CC(C)N3C(=O)C2CC2)C1 (stereo not drawn)
    .	.	i	0.2%	.	.	.	2.7%	4	-0.1%
- COc1ccccc1N(CC(=O)NCc1ccc(F)cc1)C(=O)CCC(=O)Nc1ccccn1
    .	2%	i	0.9%	0%	1.1	.	4.0%	56	-0.2%
- CCOc1ccccc1N1CCN(C(=O)COc2ccc3c(C)cc(=O)oc3c2)CC1
    -5%	2%	i	-0.2%	0%	1.1	-6%	-0.2%	38	-0.8%
- CCN1CCc2nc(NC(=O)CC(c3ccccc3)c3ccccc3)sc2C1
    -2%	-6%	i	-0.4%	-3%	1	-7%	-1.8%	8	-0.1%
- CCOC(=O)c1cc(C)sc1NC(=O)CN1CCN(C(=O)C2CCCO2)CC1 (stereo not drawn)
    .	.	i	0.7%[50 µM]	.	.	.	1.9%	19	-0.7%
- CCOC(=O)N1CCN(C(=O)CSc2ccc(-c3ccc(OC)cc3)nn2)CC1
    -1%	-1%	i	0.2%	-3%	1.1	6%	5.5%	13	-0.9%
- CC(C)COC(=O)C1[C@H]2C(=O)N(Cc3cccs3)C[C@]23C=C[C@H]1O3 (stereo partly drawn)
    1%	0%	i	1.6%[50 µM]	-2%	1.1	2%	2.0%	40	-0.2%
- Cc1ccc(CCNC(=O)Cn2cccc2)cc1
    10%	5%	i	-0.9%	1%	1	5%	-0.4%	61	0.3%
- CCOCCC(=O)Nc1cc(Cl)ccc1OC
    1%	-6%	i	6.1%	-8%	1.1	11%	-0.2%	45	0.5%
- O=C(CCCc1ccccc1)NCc1ccccc1Cl
    .	.	i	0.1%	.	.	.	0.4%	63	-0.4%
- CCOc1ccc(C(C)=O)cc1COc1ccc(C)nc1[N+](=O)[O-]
    .	.	i	-0.1%	.	.	.	4.5%	33	-0.6%
- Cc1c(C(=O)N(C)c2cccc(Cl)c2)cnn1-c1ccccc1
    .	.	i	0.1%	.	.	.	1.2%	41	-0.6%
- O=C(CCC(=O)c1cccs1)NC(c1ccccc1)c1ccccc1
    -1%	4%	i	0.9%	0%	1	0%	2.6%	17	-0.4%
- COc1cc(S(N)(=O)=O)c(OC)cc1N
    2%	.	i	0.3%	.	.	6%	-1.2%	38	-0.2%
- C=CC(O)Cc1c(C)n[nH]c1C (stereo not drawn)
    1%	-4%	i	1.2%	-11%	1.1	-3%	.	28	0.2%
- CCOC(=O)N1CCN(C(=S)NCCOC)CC1
    2%	3%	i	0.3%	-1%	1.1	-1%	2.3%	58	-0.4%
- O=C(NN1C(=O)/C(=C/c2cccs2)SC1=S)c1ccccc1
    7%	8%	i	0.1%[50 µM]	-2%	1.1	0%	0.2%	13	-0.2%
- CC(C)CNC(=O)NC(=O)CSc1nc2ccccc2n1CC(C)C
    2%	6%	i	1.4%	4%	1.1	10%	1.4%	46	-0.4%
- NC(=O)c1ccc(C(F)(F)F)cn1
    5%	23%	i	i	2%	1.1	1%	0.0%	51	0.0%
- Cn1c(CCNC(=O)c2ccccc2)nc2cc(NC(=O)c3ccco3)ccc21
    2%	5%	i	-0.1%	3%	1.1	5%	-0.5%	36	0.4%
- Cc1ccc(CSc2nnc(-c3ccccc3N)c(=O)[nH]2)cc1
    16%	2%	i	-1.5%	-12%	1.2	38%	4.6%	48	-0.3%
- COc1ccc(NC(=O)CCNC(=O)c2ccco2)cc1OC
    .	.	i	0.3%	.	.	.	1.1%	32	-0.2%
- CC(C)(C)NC(=O)NC(=O)COC(=O)CNS(=O)(=O)c1ccc(Br)cc1Cl
    -4%	2%	i	0.1%	9%	1	-9%	1.9%	4	1.1%
- O=C(NC1CCSC1=O)c1cccc(Cl)c1 (stereo not drawn)
    5%	2%	i	-1.0%	4%	1.1	14%	-1.9%	50	0.4%
- Fc1ccccc1COc1ccccc1/C=N/Nc1nc(N2CCCC2)nc(N2CCCC2)n1
    2%	0%	i	0.1%	0%	1.1	-6%	7.8%	65	-0.6%
- CC(=O)c1ccc(OCC(=O)Nc2ccccc2N2CCCC2)cc1
    .	.	i	0.1%	.	.	.	2.0%	35	-0.1%
- CCC1(CC)NC(=S)N(Nc2ccccc2)C1=O
    8%	-7%	i	0.1%	-5%	1	0%	1.2%	7	-0.5%
- Cc1cc(Cl)ccc1NC(=S)NCc1ccccc1
    -2%	15%	i	2.5%	11%	1.1	2%	6.1%	40	-0.2%
- C=CCN(C(=O)Cn1ncc2c1-c1cc(C)ccc1OC2)c1ccccc1
    9%	12%	i	-2.2%	13%	1	-2%	3.1%	62	-0.6%
- CC(=O)c1cccc(NC(=S)N2CCN(c3ccccn3)CC2)c1
    .	.	i	1.8%[50 µM]	.	.	.	1.1%	2	0.0%
- CN(C)S(=O)(=O)Nc1ccccc1F
    -2%	-11%	i	0.4%	-10%	1.1	-21%	1.2%	30	0.1%
- COc1ccc(CCNC(=O)c2ccc3c(=O)n(Cc4ccco4)c(=S)[nH]c3c2)cc1OC
    0%	7%	i	4.7%	-31%	1.1	2%	1.0%	20	0.6%
- COc1ccc(N2CCN(c3oc(COc4ccc(Cl)cc4)nc3C#N)CC2)cc1
    10%	12%	i	0.7%	12%	1.1	1%	15%	31	-0.8%
- CCOc1ccc2sc(NS(=O)(=O)c3ccc(N)cc3)nc2c1
    9%	.	i	0.1%	.	.	16%	?	34	0.0%
- O=S(=O)(Cc1ccc(Cl)cc1)N1CCN(Cc2ccccc2)CC1
    1%	7%	i	-0.8%	3%	1	0%	0.6%	28	0.0%
- CCCC(=O)OCCNc1cc(SCc2ccco2)c2nonc2c1[N+](=O)[O-]
    7%	28%	i	-3.8%	40%	1	-65%	3.4%	37	-0.4%
- CCOC(=O)Cc1csc(NC(=O)CSc2nnnn2-c2ccc(C)c(C)c2)n1
    3%	0%	i	-0.5%	4%	1.1	-2%	0.9%	52	0.2%
- CCCCCCC1C(C#N)=C(N)OC2=C1C(=O)CC(C)(C)C2 (stereo not drawn)
    1%	-12%	i	0.6%	-9%	1.1	8%	1.3%	28	0.2%
- COCCN(C(=O)CSc1nc2ccc(Cl)cc2[nH]1)c1c(N)n(Cc2ccccc2)c(=O)[nH]c1=O
    .	.	i	-0.1%	.	.	.	1.2%	39	-0.1%
- Cc1c(S(=O)(=O)N2CCN(c3ccccc3)CC2)c(=O)n(C)c(=O)n1C
    4%	.	i	0.1%[50 µM]	.	.	0%	0.9%	48	0.5%
- N#CCC(=O)Nc1cc(C(F)(F)F)ccc1N1CCOCC1
    -1%	-4%	i	-0.1%	-6%	1.1	0%	-0.4%	3	0.8%
- CC(=O)N1CC(c2ccccc2)C(c2ccc(Cl)cc2)=N1 (stereo not drawn)
    6%	21%	i	-0.9%[50 µM]	12%	1.2	27%	2.4%	53	-1.2%
- Cn1c(=O)n(C)c2cc(NS(=O)(=O)c3ccc(F)cc3)ccc21
    3%	0%	i	0.1%	-1%	1.2	2%	-0.5%	47	-0.2%
- O=C(Nc1ccc2c(c1)OCCO2)C1CCN(C(=O)c2ccc(Cl)cc2)CC1
    -2%	13%	i	1.0%[50 µM]	-2%	1.2	0%	3.3%	46	0.0%
- COC(=O)c1ccc(COc2ccc(/C=N/O)cc2OC)o1
    4%	6%	i	0.1%	-3%	1	-2%	1.3%	20	0.5%
- O=C(c1ccc(F)cc1)C1CCN(S(=O)(=O)c2ccccc2)CC1
    6%	1%	i	0.1%	-5%	1.1	-12%	1.6%	43	0.3%
- Cc1cc(CNC(=O)c2ccc3nc(Cc4ccccc4F)oc3c2)nn1C
    .	.	i	4.0%	.	.	.	1.2%	33	0.5%
- Cc1cc(C(=O)COC(=O)c2ccc3c(c2)NC(=O)CS3)c(C)n1CCc1ccc(Cl)cc1
    5%	6%	i	-0.2%	10%	1.1	3%	0.6%	18	-0.5%
- Cc1nc2ccc(NS(=O)(=O)c3ccc(F)cc3)cc2s1
    3%	-4%	i	-0.2%	10%	1.2	24%	-0.8%	24	-1.3%
- CCC(C)(C)n1nnnc1C(c1ccc(C)cc1)N1CCC(C)CC1 (stereo not drawn)
    6%	4%	i	-0.1%	-4%	1.1	8%	1.6%	48	0.3%
- Cn1cccc1Cc1nnc(SCC(=O)NC2CCCCC2)n1CCc1ccccc1
    5%	3%	i	2.4%	0%	1	6%	0.4%	65	-0.7%
- CC(C)CC(=O)Nc1cc(NC(=O)CC(C)C)cc(C(=O)NC(C)(C)C)c1
    -2%	-6%	i	-0.1%	0%	0.9	2%	1.9%	50	-0.1%
- Cc1cc(SC(C)C(=O)Nc2c(C)n(C)n(-c3ccccc3)c2=O)nc2ccccc12 (stereo not drawn)
    6%	-34%	i	-0.3%	-50%	1	10%	3.1%	19	-0.1%
- O=C(Cn1nc(Cc2ccncc2)c2ccccc2c1=O)N1CCN(C(=O)c2ccco2)CC1
    8%	4%	i	5.5%	3%	1.2	-3%	-0.2%	42	0.0%
- O=C1c2c(O)cc(O)cc2O[C@H](c2ccc(O)cc2)[C@H]1O
    .	.	i	0.4%	.	.	.	2.4%	23	0.3%
